# KLK7 zymogen act: activates the human kallikrein-7 zymogen; P49862; AID 652039; actives 0.9% (n = 370,000); activation, % at 7 µM; purified proKLK7, EDANS-DABCYL substrate fluorescence; 100% is mature enzyme control, 0% vehicle;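 active = activation above the mean of all tested compounds plus 3 SD, computed per campaign excluding outliers beyond control limits, cut at about 13% in these data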
# Target sequence (P49862 whole entry, looked up): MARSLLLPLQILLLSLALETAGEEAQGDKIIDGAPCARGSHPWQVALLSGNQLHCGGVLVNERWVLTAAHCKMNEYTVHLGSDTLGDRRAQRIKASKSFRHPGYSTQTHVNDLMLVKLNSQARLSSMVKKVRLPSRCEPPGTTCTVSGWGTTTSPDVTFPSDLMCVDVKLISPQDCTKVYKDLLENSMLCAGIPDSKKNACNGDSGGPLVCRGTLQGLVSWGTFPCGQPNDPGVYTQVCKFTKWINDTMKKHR
# Tn6 DDE FP: inhibitors of Tn6 peptide binding to human fibrin DD(E) | P02675 | Fibrin DD(E) TRITC-Tn6 fluorescence polarization displacement | inhibition, % at 8.3 µM | actives 0.21% (n = 370,000) | AID 720509;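 active = inhibition above a per-campaign cutoff: mean of compounds within control limits plus 3 SD, cut at about 15% in these data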;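 note: 0% = median of all compound wells on the plate and 100% = blocking peptide control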
# ADAM17 inh: ADAM17 inhibition, QFRET primary screen; actives 0.83% (n = 370,000); inhibition, % at 6.95 µM; AID 720648; P78536; recombinant ADAM17, EDANS/DABCYL FRET peptide cleavage;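 active = inhibition above the mean of compounds lying between control limits plus 3 SD, set per campaign, cut at about 8.5% in these data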;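 note: 0% = DMSO-only wells as the low control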
# Tn7 DDE FP: inhibitors of Tn7 peptide binding to human fibrin DD(E); P02675; actives 0.13% (n = 370,000); inhibition, % at 8.3 µM; FP displacement of FITC-Tn7 peptide from fibrin DD(E); 0% = median of compound wells per plate;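 active = inhibition above the mean of compounds falling within the control limits plus 3 SD of them, cut at about 14% in these data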;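 note: 0% = plate median of compound wells and 100% = 10 µM Aha-Tn7 peptide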
#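 Test system: human clot-derived fibrin DD(E) complex / Quantity: 2 µM final DD(E) protein / Incubation: 10 min plus 3 h, room temperature / Measured by: fluorescence polarization / Benchmarks: high control of 10 µM Aha-Tn7 peptide / Replicates: singlicate testing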
# ASAP1 GAP inh: inhibitors of human ASAP1 ArfGAP activity | Q9ULH1 | ASAP1-stimulated ARF1 GTP hydrolysis, GDP FP detection | inhibition, % at 16.5 µM | actives 0.19% (n = 360,000) | AID 624377; in the data active = inhibition above about 25%;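 note: 0% = vehicle with enzyme and substrate and 100% = no enzyme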
# Target sequence (Q9ULH1 325-724 limits assumed): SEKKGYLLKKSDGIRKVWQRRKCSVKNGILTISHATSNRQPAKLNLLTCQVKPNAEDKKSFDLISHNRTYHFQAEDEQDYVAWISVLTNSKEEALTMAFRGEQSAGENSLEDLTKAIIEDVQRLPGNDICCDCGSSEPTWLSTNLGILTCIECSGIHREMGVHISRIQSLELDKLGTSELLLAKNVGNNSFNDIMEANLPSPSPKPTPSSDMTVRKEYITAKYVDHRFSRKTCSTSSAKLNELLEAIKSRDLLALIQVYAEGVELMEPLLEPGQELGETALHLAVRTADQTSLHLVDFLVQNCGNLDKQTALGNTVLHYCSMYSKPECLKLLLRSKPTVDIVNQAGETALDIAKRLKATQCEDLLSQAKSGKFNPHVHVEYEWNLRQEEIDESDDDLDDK
# PLC-gamma1 inh: inhibitors of human phospholipase C gamma1. P19174. purified PLC-gamma1, fluorogenic substrate, fluorescence. inhibition, % at 12.2 µM. actives 0.84% (n = 370,000); in the data active = inhibition above about 9.5%
# ARFGAP1 inhibitor: inhibits rat ARF GTPase activating protein 1; Q62848; Arfgap1-stimulated ARF1 GTP hydrolysis, GDP FP detection; inhibition, % at 16.5 µM; actives 0.26% (n = 360,000);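 active = inhibition above a per-plate limit, mean inhibition of low control wells plus 3 SD, cut at about 25% in these data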;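 note: 0% = DMSO wells with enzyme and 100% = wells lacking Arfgap1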
# Target sequence (Q62848 1-136 limits assumed): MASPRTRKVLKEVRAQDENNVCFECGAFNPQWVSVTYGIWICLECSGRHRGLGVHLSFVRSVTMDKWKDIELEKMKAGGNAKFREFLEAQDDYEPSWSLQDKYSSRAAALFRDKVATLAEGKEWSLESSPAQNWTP
#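 Assay system: Rat Arfgap1 GAP domain (His6, aa 1-136), purified enzyme | Buffer or medium: HEPES 25 mM pH 7.5, NaCl 150 mM, MgCl2, DTT | Schedule: GTP hydrolysis reaction 2 h at 25 °C | Signal: FP of antibody-bound GDP Alexa 633 tracer, ex 620/em 688 nm | Measure: Percent inhibition of Arfgap1-stimulated GTP hydrolysis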
# LEDGF integ inh: blocks HIV-1 LEDGF/p75-dependent DNA integration | actives 0.64% (n = 370,000) | inhibition, % at 3.7 µM | TR-FRET IN-LEDGF/p75 DNA integration, Eu/Cy5;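 active = inhibition above the screen-wide mean plus 3 SD, cut at about 13% in these data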;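 note: signal is the Cy5 over europium emission ratio at 671 and 618 nm; 0% = plate median of compound wells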
# TDP2 absorb: TDP2 (human) inhibition, absorbance primary screen; O95551; recombinant TDP2, T5PNP hydrolysis, p-nitrophenol absorbance 415 nm; inhibition, % at 12.8 µM; actives 0.34% (n = 370,000); AID 720702;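 active = inhibition above the mean of all tested compounds plus 3 SD, set per campaign, cut at about 25% in these data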;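 note: 0% = DMSO with enzyme and 100% = buffer with substrate but no TDP2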
#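 Read-out basis: percent inhibition. System: recombinant human TDP2. Buffer or medium: Mg2+-containing Tris-HCl buffer, pH 7.5. Repeats: single replicate. Timing: reaction 2 h, 37 °C. Benchmarks: high control without enzyme, low control DMSO plus TDP2. Probe or stimulus: 5 mM T5PNP. Doses: 12.8 µM only. Measured by: epi absorbance of p-nitrophenol freed from T5PNP by hydrolysis.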
# ADAM10 inh: inhibitors of human ADAM10. recombinant ADAM10, EDANS/DABCYL FRET peptide cleavage, 3 h. inhibition, % at 7 µM. actives 0.62% (n = 370,000). AID 720582;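 active = inhibition above a per-campaign cutoff equal to the mean of compounds falling between control-based bounds plus 3 SD, cut at about 20% in these data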;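 note: 0% = DMSO wells while the 100% control is not disclosed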
# Numbers without * were called inactive; i = inactive.
SMILES,KLK7 zymogen act,Tn6 DDE FP,ADAM17 inh,Tn7 DDE FP,ASAP1 GAP inh,PLC-gamma1 inh,ARFGAP1 inhibitor,LEDGF integ inh,TDP2 absorb,ADAM10 inh
Cc1ccc(C(=O)NCC(=O)OCC(=O)Nc2ccccc2[N+](=O)[O-])cc1,0.0,1,0,-8,-11,2,0,1,-4,3
CCOC(=O)C1CCN(C(=O)C2(NC(=O)NC3CCCCC3)CCCCC2)CC1,-0.2,1,-7,6,1,4,4,-4,-7,-6
O=C(OCc1cn([C@@H]2CN(C(=O)c3cccs3)[C@@H](c3ccccc3)C[C@H]2O)nn1)c1ccccc1,0.1,-8,-2,0,-2,2,6,1,5,-1
O=C(O)c1cccc(NC(=O)c2ccc(N3C(=O)c4ccc(C(=O)Nc5cccc(C(=O)O)c5)cc4C3=O)cc2)c1,-0.4,-7,2,-2,-3,3,-3,3,-13,3
COc1ccc2[nH]cc(CCNC(=O)CS(=O)(=O)Cc3ccccc3)c2c1,0.0,5,0,-6,-2,-1,-4,-2,-11,7
Cc1ccc(SCc2[nH]nc3c2C2(C(=O)Nc4ccc([N+](=O)[O-])cc42)C(C#N)=C(N)O3)cc1 (centres undefined),-0.1,-4,6,9,7,4,7,2,1,18
CCCn1c(SCC(=O)Nc2nnc(C)s2)nnc1-c1ccoc1C,1.0,1,-4,0,-5,-4,0,-2,-6,-3
C=CCn1c(-c2csc3c2CCC(C)C3)n[nH]c1=S (centres undefined),0.8,9,11*,-3,-6,1,13,-2,-8,6
[S-]c1nnc(-c2ccc(Br)cc2)n1-c1ccccc1.[Zn+2],-0.6,-4,-3,4,1,-4,4,10,13,2
COc1ccc(C2CC2/C(C)=N/OC(=O)c2cccs2)cc1 (centres undefined),-0.5,5,1,3,-15,-2,5,-3,0,-6
Nc1nc2n(n1)C(c1cccs1)CC(c1ccc(Br)cc1)N2 (centres undefined),-1.5,-10,-84,-10,-13,-82,1,2,0,-406
CCCOc1ccc(NC(=O)CC2Nc3ccccc3NC2=O)cc1 (centres undefined),-0.3,3,-4,-3,1,0,15,-8,4,-10
COc1ccc(-n2cnc3scc(-c4ccc(OC)c(OC)c4)c3c2=O)cc1,0.2,4,-2,6,-2,-6,-6,-2,-1,0
COc1ccc(NC(=O)C(Cc2ccccc2)n2cccc2)c(OC)c1 (centres undefined),0.1,4,2,-13,-13,6,3,4,-9,7
COCCCNCCOCCOc1ccccc1-c1ccccc1,0.0,4,2,0,3,6,10,0,-2,2
CC(=O)c1ccc(NC(=S)NCCc2ccccn2)cc1,0.2,-1,0,2,-8,3,1,4,8,1
COc1cc(OC)cc(N(C(=O)c2ccco2)C(C(=O)NC2CCCC2)c2ccc(N(C)C)cc2)c1 (centres undefined),0.2,7,-4,-3,-19,0,4,1,-1,2
Cc1cc(C)cc(C(=O)N2CCN=C2c2ccccc2)c1,-0.4,-1,3,3,-4,3,-5,0,-14,-2
CCCCCCC(=O)NNC(=O)CC(=O)Nc1ccccc1C(=O)O,0.1,5,-1,-4,11,-1,-4,2,6,5
CC(=O)Nc1ccc(/C(N=Nc2ccccc2)=N/N=C(N)N)cc1,0.8,9,-4,-9,7,-3,-4,-1,6,-9
Cn1ccnc1C(=O)c1ccccc1Cl,-0.1,10,0,-4,-8,3,5,1,2,6
CSc1ccccc1C(=O)NCCc1ccc(S(=O)(=O)N2CCCCC2)cc1,0.0,-3,0,7,-4,-1,4,1,6,-2
COCC(C)OC(=O)C(C#N)c1nc2ccccc2nc1N1CCN(Cc2ccccc2)CC1 (centres undefined),1.0,10,-11,-2,-9,-16,7,1,3,-17
CN(CC(=O)NCc1cccs1)CC(=O)Nc1ccc(F)c(F)c1F,-0.2,6,-6,0,3,1,-17,2,-1,-4
FC(F)(F)c1ccncc1-c1nnnn1-c1ccc(Cl)cc1,-0.1,-5,-2,0,-3,-2,4,-6,-7,-4
O=C(NC(Cc1ccccc1)c1nc2ccccc2[nH]1)c1ccc(Cl)c([N+](=O)[O-])c1 (centres undefined),0.5,-4,-1,2,9,2,20,5,-2,7
CCOC(=O)n1c(=O)n(Cc2c(Cl)cccc2Cl)c2ccccc21,0.0,-9,-1,-9,-3,1,11,3,-5,4
CCCOc1ccc(Cc2nc(N)nc(N)n2)cc1,-0.3,0,0,-1,4,-3,11,2,1,0
CC1CCN(CCCNC(=O)c2cc3c(s2)-c2ccccc2OC3)CC1,75*,0,i,-4,-3,i,-7,0,11,i
O=C1c2ccccc2NC(c2ccccc2Cl)N1N=C1CCCCCC1 (centres undefined),3.0,7,-36,0,-3,-53,-2,0,-7,-137
COC(=O)c1cccnc1-n1c(=O)c2cccnc2n(Cc2ccc(Cl)cc2)c1=O,0.0,6,0,1,1,3,-12,-3,-12,1
O=C(O)CCC(=O)Nc1ccc(SSc2ccc(NC(=O)CCC(=O)O)cc2)cc1,0.2,2,-6,3,0,-2,4,-10,4,-5
CN(C(=O)COC(=O)c1cc([N+](=O)[O-])ccc1N1CCOCC1)C1CCCCC1,0.5,-4,-1,5,1,2,4,0,4,0
CCN(CC)CCCCNc1ncc2cc(-c3cc(OC)cc(OC)c3)c(NC(=O)NC(C)(C)C)nc2n1,6.6,-8,-77,-7,-1,-265,12,1,1,-253
COC(=O)c1ccc(CSc2nnc(C)s2)cc1,0.0,-4,5,-8,6,3,-1,0,-12,6
Cc1nnc(SCCn2c(N3CC(C)CC(C)C3)nc3c2c(=O)n(C)c(=O)n3C)s1 (centres undefined),-0.5,3,-7,6,3,-1,20,-2,5,-5
Cc1ccc(C(=O)Oc2ccc(C(=O)COC(=O)c3cnccn3)cc2)cc1,-0.2,7,-4,-7,-1,0,-6,-2,4,-7

# By substructure: those above containing an aryl methoxy group
SMILES,KLK7 zymogen act,Tn6 DDE FP,ADAM17 inh,Tn7 DDE FP,ASAP1 GAP inh,PLC-gamma1 inh,ARFGAP1 inhibitor,LEDGF integ inh,TDP2 absorb,ADAM10 inh
COc1ccc2[nH]cc(CCNC(=O)CS(=O)(=O)Cc3ccccc3)c2c1,0.0,5,0,-6,-2,-1,-4,-2,-11,7
COc1ccc(C2CC2/C(C)=N/OC(=O)c2cccs2)cc1 (centres undefined),-0.5,5,1,3,-15,-2,5,-3,0,-6
COc1ccc(-n2cnc3scc(-c4ccc(OC)c(OC)c4)c3c2=O)cc1,0.2,4,-2,6,-2,-6,-6,-2,-1,0
COc1ccc(NC(=O)C(Cc2ccccc2)n2cccc2)c(OC)c1 (centres undefined),0.1,4,2,-13,-13,6,3,4,-9,7
COc1cc(OC)cc(N(C(=O)c2ccco2)C(C(=O)NC2CCCC2)c2ccc(N(C)C)cc2)c1 (centres undefined),0.2,7,-4,-3,-19,0,4,1,-1,2
CCN(CC)CCCCNc1ncc2cc(-c3cc(OC)cc(OC)c3)c(NC(=O)NC(C)(C)C)nc2n1,6.6,-8,-77,-7,-1,-265,12,1,1,-253

# Screening results from PubChem.
